AmpC inh no detg: AmpC beta-lactamase inhibition without detergent; Potency, µM (highest dose often 57.1 µM), inactives show at the top dose activity change, negative = inhibition, most hits filed as inhibitors; 0.52% of 330,000 active; P00811; AmpC nitrocefin hydrolysis, absorbance 480 nm, 0.0001% Triton;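 further: potency means the concentration at half of the fitted maximal effect; plate controls were no compound for no effect and no enzyme for full effect; nearly all actives have a fitted effect of over 20% in size; some results filed as inactive show a strong effect at the top dose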
Target sequence (P00811 whole entry, looked up): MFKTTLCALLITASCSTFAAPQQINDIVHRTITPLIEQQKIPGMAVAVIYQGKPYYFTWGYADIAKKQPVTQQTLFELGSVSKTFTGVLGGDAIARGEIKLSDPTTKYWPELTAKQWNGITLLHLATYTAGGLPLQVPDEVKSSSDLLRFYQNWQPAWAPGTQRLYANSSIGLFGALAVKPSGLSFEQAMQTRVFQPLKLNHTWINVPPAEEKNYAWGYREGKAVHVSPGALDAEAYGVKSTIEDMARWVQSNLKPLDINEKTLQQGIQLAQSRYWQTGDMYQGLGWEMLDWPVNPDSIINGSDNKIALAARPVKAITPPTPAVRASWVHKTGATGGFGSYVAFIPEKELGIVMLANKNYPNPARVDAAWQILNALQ
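AmpC (5.3 nM in the dispensed reagent) in 20 mM phosphate pH 7.0 with 0.01% (detergent screen) or 0.0001% Triton X-100 was preincubated with compounds for 15 min at room temperature. Nitrocefin was then added from an 800 uM solution, and hydrolysis was followed at 480 nm.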
Tb PYK inh: blocks Trypanosoma brucei pyruvate kinase | Q57TT1 | TbPYK enzyme, Kinase-Glo Plus ATP luminescence, 45 min | Potency, µM (doses to about 76.8 µM), for the others: at the top dose activity, negative = inhibition, hits mostly inhibitors | 0.12% of 410,000 active | AID 624173; further: potency means the concentration at half of the fitted maximal effect; nearly all actives have a fitted effect of over 50% in size
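Glycolytic pyruvate kinase of T. brucei was incubated with substrate, test compound and 130 uM ADP for 45 minutes at room temperature. Luminescent Kinase-Glo Plus signal was measured after 10 minutes.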
HCMV inh: inhibitors of human cytomegalovirus. AID 1259415. HFF cells, HCMV-luciferase reporter, 72 h; stronger effect = lower value. activity change, negative = inhibition, % at 57.5 µM. 4.5% of 410,000 active; in the data active means activity change below about -60%; inconclusive means no clear call, values can overlap the other calls; inactive means above about -39%
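Luciferase read-out from HCMV-luciferase-infected HFFs (MOI 1 PFU/cell) 72 h post infection at 37C; compounds added after 16 h cell attachment; activity normalized between buffer-only basal and Salinomycin (10uM) inhibitor controls.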
HCV inh: HCV inhibition. Potency, µM (top dose mostly 41.8 µM), for the others: at the top dose activity change, negative = inhibition, usual class: inhibitors. 3.4% of 340,000 active. Huh7.5.1 HCVcc-Cre infection, luciferase reporter, 44 h; further: potency means the concentration at half of the fitted maximal effect
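Whole-lifecycle infectious HCVcc-Cre system; cells 1,000/well, compound then virus (~0.5 moi) added 4 h after plating, 44 h culture. Luciferase read 15 sec following 15 min substrate incubation, room temp.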
LmPK inh: inhibitors of Leishmania mexicana pyruvate kinase. Potency, µM (series often up to 57.5 µM), without a hit: at the top dose activity change, negative = inhibition, actives largely listed as inhibitors. purified LmPK, Kinase-Glo ATP luminescence, 1 h. Q27686. AID 1721. 0.37% of 290,000 active; further: potency means the concentration at half of the fitted maximal effect
Target sequence (Q27686 whole entry, looked up): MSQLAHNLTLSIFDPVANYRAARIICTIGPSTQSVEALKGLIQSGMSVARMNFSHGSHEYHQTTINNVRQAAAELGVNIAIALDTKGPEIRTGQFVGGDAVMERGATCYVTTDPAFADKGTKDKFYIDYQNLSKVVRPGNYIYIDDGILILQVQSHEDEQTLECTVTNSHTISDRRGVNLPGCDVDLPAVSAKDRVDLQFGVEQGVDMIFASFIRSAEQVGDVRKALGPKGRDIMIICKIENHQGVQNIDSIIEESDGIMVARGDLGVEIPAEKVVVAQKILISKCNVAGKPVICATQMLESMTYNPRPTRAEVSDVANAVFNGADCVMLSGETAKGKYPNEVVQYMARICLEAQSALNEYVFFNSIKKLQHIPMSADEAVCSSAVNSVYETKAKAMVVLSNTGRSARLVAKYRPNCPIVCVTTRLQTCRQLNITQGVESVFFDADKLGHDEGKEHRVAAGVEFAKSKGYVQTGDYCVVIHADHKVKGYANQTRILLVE
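In 50 mM imidazole pH 7.2 with 7 mM MgCl2, LmPK (0.1 nM) turned over PEP (0.5 mM) and ADP (0.1 mM) for 1 h at room temperature. Luciferase read-out of ATP.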
AmpC detergent: blocks E. coli AmpC beta-lactamase in detergent assay. P00811. 0.041% of 370,000 active. Potency, µM (series often up to 114 µM), for the others: top-dose activity change, negative = inhibition, hits mostly inhibitors. AID 485294. AmpC hydrolysis of nitrocefin, absorbance 480 nm, 0.01% Triton;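 further: potency means the concentration at half of the fitted maximal effect; 0% = no-compound wells and -100% = no-enzyme wells; nearly all actives have a fitted effect of over 25% in size; some results filed as inactive show a strong effect at the top dose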
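AmpC (5.3 nM in the dispensed reagent) in 20 mM phosphate pH 7.0 with 0.01% (detergent screen) or 0.0001% Triton X-100 was preincubated with compounds for 15 min at room temperature. Nitrocefin was then added from an 800 uM solution, and hydrolysis was followed at 480 nm.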
AMA1-RON2 inh: AMA1-RON2 (P. falciparum) interaction inhibition; 0.2% of 360,000 active; Potency, µM (titrated, usually from 58.2 µM), inactives show at the highest dose activity change, negative = inhibition, hits mostly inhibitors; AlphaScreen AMA1-biotinylated RON2 peptide binding;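 further: potency means the concentration at half of the fitted maximal effect; 0% = vehicle wells and -100% = peptide control; nearly all actives have a fitted effect of over 45% in size; some results filed as inactive show a strong effect at the top dose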
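AMA1 (3D7) with his tag at 25 nM final met compounds first, then biotinylated RON2 peptide at 25 nM; detection used donor plus acceptor beads, 10 µg/mL apiece, read by AlphaScreen after 30 min at room temperature.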
Active calls of the source: *; u = inconclusive; x = not tested or not shown; [ ] = another dose, or the depositor's remark. Unless noted, the call rests on the fitted dose curve; in most records, active means well fitted curve in the direction sought with a large enough effect; inconclusive means small, poorly fitted or top-dose-only effect, or another doubt; inactive means no such curve, though single readings can be large; an effect the other way counts as inactive or inconclusive. Unless noted, on the % scale 0 is the no-effect control and ±100 the full control effect. An unsorted share of the library; 7.5% or so of the library scored in one or more.

SMILES	AmpC inh no detg	Tb PYK inh	HCMV inh	HCV inh	LmPK inh	AmpC detergent	AMA1-RON2 inh
O=C(/C=C/c1ccccc1Br)c1ccc2c(c1)OCO2	-31%	-13%	1	7%	-2%	-6%	-9%
O=C(NCc1ccc(Cl)cc1)c1cc(=O)nc2sc(-c3ccccc3)nn12	-12%	-2%	-19	-17%	0%	-17%	-9%
CCN1CCN(Cc2nc3c(c(=O)n(C)c(=O)n3C)n2C(C)C(C)=O)CC1 (stereo not drawn)	-21%	-2%	15	19%	-2%	-6%	-1%
CC1(C)CC(=O)C=C(Nc2ccc(O)c(C(=O)O)c2)C1	-26%	-13%	-6	16%	2%	-7%	0%
Cc1cccc(-c2nc(CN3CCCC(C(=O)NC4CCCC4)C3)c(C)o2)c1 (stereo not drawn)	112%[activator]	-9%	29	u	3%	2%	8%
Cc1ccc(-n2ccnc(NCCc3ccc(S(N)(=O)=O)cc3)c2=O)cc1C	x	1%	5	x	x	4%	x
CC1CCCC(C)N1C(=O)COC(=O)c1cc(=O)[nH]c2ccccc12 (stereo not drawn)	-5%	2%	36	u	x	x	-3%
CCCc1cc(=O)oc2c(C)c(OCC(=O)Nc3cccnc3)ccc12	-2%	0%	u	u	9%	-4%	-10%
CCCC(C)NC(=O)c1ccc(-c2ccccc2)cc1 (stereo not drawn)	-10%	x	x	x	4%	4%	x
COc1ccccc1Nc1nc(N)nc(CN2CCN(Cc3ccc4c(c3)OCO4)CC2)n1	67%[activator]	4%	-2	-11%	-3%	1%	0%
CCN1c2ccccc2-c2nc3ccccc3n2C1c1cccs1 (stereo not drawn)	-19%	-5%	u	u	2%	u	52%[activator]
CC(C(=O)OCC(=O)c1ccc([N+](=O)[O-])cc1)N1C(=O)C2C3CCC(C3)C2C1=O (stereo not drawn)	0%	6%	-25	1%	1%	3%	-9%
O=C(Cc1ccc(Br)cc1)NC1CCN(Cc2ccccc2)CC1	-9%	4%	u	10µM*	7%	-10%	8%
COc1ccc(-c2cc3nc(-c4ccccc4)cc(N4CCN(C(=O)c5ccsc5)CC4)n3n2)cc1	x	-4%	-38	x	x	x	0%
O=CN1CCN(C(=S)Nc2ccc(OC(F)F)cc2)CC1	-34%	-2%	u	5%	-7%	4%	-1%
COc1cc(O)c(CCC(=O)c2cc(OC)c(OC)c(OC)c2)c(OC)c1	-51%	3%	16	u	7%	u	14%
CCn1nnc(NC(=O)COc2ccc(C3CCCCC3)cc2)n1	70%[activator]	-5%	-31	u	1%	0%	-9%
CC(NC(=O)Cc1cccs1)C(c1cccs1)N1CCOCC1 (stereo not drawn)	15%	-12%	9	9%	1%	-9%	4%
CC1CCN(CC(=O)Nc2ccccc2C(=O)c2ccccc2)CC1	-5%	-2%	-29	-10%	7%	5%	4%
CC(C)(CC(=O)O)CC(=O)NCc1c(Cl)cccc1Oc1ccccc1	-20%	4%	18	6%	6%	-13%	-1%
CS(=O)(=O)N(CC(=O)NC1CCCCC1)Cc1ccc(Cl)cc1	-1%	-1%	6	3%	6%	2%	7%
COc1ccccc1NC(=O)CN1CCSc2ccccc21	-9%	-7%	9	-15%	4%	-3%	-29%
O=C(/C=C\c1ccccc1)Nc1ccc(NC(=O)c2ccco2)cc1	-32%	-28%	-101*	u	9%	2%	-21%
O=C(O)CCCN1C(=O)C(=O)/C(=C(/O)c2ccccc2)C1/C=C/c1ccccc1 (stereo not drawn)	-55%	-17%	-19	3%	-3%	-3%	5%
O=C(c1cc(F)ccc1F)N1CCC(N2CCC(C(=O)N3CCCC3)CC2)CC1	87%[activator]	0%	38	9%	1%	-4%	1%
O=C(c1cc(F)ccc1F)C1CCCN(C(=O)c2ccc(F)cc2Cl)C1 (stereo not drawn)	13%	-1%	u	u	1%	9%	-5%
COc1cc2oc(=O)cc(-c3ccc(-c4ccc(OC(F)(F)F)cc4)cc3)c2c(OC)c1OC	-18%	3%	-15	12%	x	x	21%
C[C@@H]1C=C(C(=O)NC2CC2)O[C@H](OCc2ccc(CO)cc2)C1	-21%	-4%	-10	-1%	-7%	-1%	-11%
Cc1nn(Cc2ccc(Cl)c(Cl)c2)c(C)c1NC(=O)c1cn(-c2ccccc2)nc1-c1ccccc1	-23%	5%	-28	u	3%	-4%	-3%
COc1ccc(C(=O)NCC(c2cccnc2)N2CCN(c3ccc(F)cc3)CC2)cc1OC (stereo not drawn)	119%[activator]	7%	15	u	-2%	-10%	6%
CC[C@@H]1C(c2ccccc2)=NN(c2ccccc2)[C@H]1C(=O)N1CCOC1=O	3%	4%	-17	8%	x	x	58%[activator]
O=S(=O)(c1ccc(S(=O)(=O)N(Cc2ccccc2)Cc2ccco2)cc1)N1CCCC1	x	-1%	-40	-2%	x	x	-5%
COC(=O)C1=C(O)/C(=C\c2ccc(OCC(=O)Nc3ccc(OC)cc3)cc2)N=C1C	-3%	1%	25	8%	11%	-1%	-4%
Cc1ccc(C(=O)NC(C)c2ccc(C)c(C)c2)s1 (stereo not drawn)	x	3%	-18	6%	x	x	-1%
CCCCCN(C(=O)CCC(=O)OCC(=O)N1CCCCC1CC)c1c(N)n(CCCC)c(=O)[nH]c1=O (stereo not drawn)	x	-1%	-8	2%	x	x	2%
CC1CCN(c2ccc(NC(=O)c3ccc(Br)o3)cc2)CC1	-14%	-3%	58	0%	-6%	4%	10%
CC(C(=O)NCCc1nc2ccccc2[nH]1)n1cc([N+](=O)[O-])cn1 (stereo not drawn)	-11%	2%	u	4%	-1%	-2%	-1%
C[C@H](O)[C@@H]1C(=O)N2CCc3ccc(N4CCOCC4)cc3[C@@H]2C[C@@H]1N(C)C(=O)Nc1ccccc1	x	5%	12	13%	x	x	14%
COc1ccc(C2NN=C(c3c[nH]c4ccccc34)C2O)cc1 (stereo not drawn)	-27%	-20%	115	11µM*	-7%	5%	-1%
CCOC(=O)c1c(NC(=O)c2c(C(=O)O)cccc2[N+](=O)[O-])sc(C)c1C	-21%	-1%	-28	-2%	-2%	3%	5%
Cc1cc(NC(=O)NC(=O)c2ccccc2F)no1	-8%	2%	58	5%	-7%	-1%	0%
COc1cc(-c2noc(C)c2C(=O)NCCO)cc(OC)c1OC	2%	-3%	-4	7%	0%	-10%	37%[activator]
COC(=O)c1cccc(Nc2ncnc3sccc23)c1	-44%	2%	-5	u	2%	-8%	14%
O=C(N/N=C/c1cc(Br)cc(Cl)c1O)c1ccc2c(c1)OCO2	x	-4%	1	13µM*	x	x	7%
CCOCCn1c(COc2ccc(C)cc2)nc2ccccc21	-12%	5%	1	-21%	3%	u	-1%
O=C(CN1CCN(CCN2C(=O)c3cccc4cccc(c34)C2=O)CC1)c1ccc(Cl)cc1	45%	x	x	u	1%	-11%	x
CCCS(=O)(=O)NC(=O)C1(C)CCCN(C(=O)c2cccc(OC(F)(F)F)c2)C1 (stereo not drawn)	x	1%	46	x	x	x	5%
COc1ccc(/C=C/C(=O)Nc2ccc(-c3nnc4n3CCCCC4)cc2)c(OC)c1	16%	6%	-74*	u	-2%	6%	-12%[11.6 µM]
CCC(c1nnc(SCC(=O)Nc2ccc(C(N)=O)cc2)n1Cc1ccccc1)N(C)C (stereo not drawn)	0%	3%	-1	2%	-5%	5%	22%
COc1cc(/C=C2/C(=O)N(c3ccccc3)N=C2C)ccc1OS(=O)(=O)c1ccccc1	-55%	x	x	3%	0%	-8%	x

An excerpt from above in order of molar mass, ascending:
SMILES	AmpC inh no detg	Tb PYK inh	HCMV inh	HCV inh	LmPK inh	AmpC detergent	AMA1-RON2 inh
COC(=O)c1cccc(Nc2ncnc3sccc23)c1	-44%	2%	-5	u	2%	-8%	14%
O=C(N/N=C/c1cc(Br)cc(Cl)c1O)c1ccc2c(c1)OCO2	x	-4%	1	13µM*	x	x	7%
COc1ccc(/C=C/C(=O)Nc2ccc(-c3nnc4n3CCCCC4)cc2)c(OC)c1	16%	6%	-74*	u	-2%	6%	-12%[11.6 µM]
CCCS(=O)(=O)NC(=O)C1(C)CCCN(C(=O)c2cccc(OC(F)(F)F)c2)C1 (stereo not drawn)	x	1%	46	x	x	x	5%
COc1cc(/C=C2/C(=O)N(c3ccccc3)N=C2C)ccc1OS(=O)(=O)c1ccccc1	-55%	x	x	3%	0%	-8%	x
O=C(CN1CCN(CCN2C(=O)c3cccc4cccc(c34)C2=O)CC1)c1ccc(Cl)cc1	45%	x	x	u	1%	-11%	x

Following part.
SMILES	AmpC inh no detg	Tb PYK inh	HCMV inh	HCV inh	LmPK inh	AmpC detergent	AMA1-RON2 inh
CC(C)C(NC(=O)c1ccco1)C(=O)OCC(=O)c1ccccc1 (stereo not drawn)	-10%	7%	-32	2%	-11%	-8%	-13%
COc1oc(-c2ccccc2)nc1C(F)(F)F	-15%	0%	-4	18%	-11%	0%	3%
COc1cc(CC(=O)NNC(=O)c2cc(C)oc2C)cc(OC)c1OC	-5%	-1%	28	-6%	-6%	3%	43%[activator]
C[C@@H]1CN([C@H](C)CO)C(=O)CCCn2nncc2CO[C@@H]1CN(C)S(=O)(=O)c1ccc(F)cc1	x	-8%	-11	x	x	x	4%
O=C(NCCOc1cccc2cccnc12)c1cccs1	-20%	2%	6	-9%	3%	-10%	-19%
C/C(=N\NC(=O)c1ccc(F)cc1)c1ccc(NC(=O)Cc2ccccc2)cc1	-24%	0%	93	u	-10%	u	-2%
COc1cc(-c2nnc(COC(=O)c3ccc(C)o3)o2)cc(OC)c1OC	-16%	-4%	8	-9%	x	-3%	-3%
Cc1ccc(-c2csc(Cc3nc(-c4ccc5c(c4)CCC(=O)N5)cs3)n2)cc1	-25%	-10%	u	u	-8%	-13%	3%
COc1ccc(S(=O)(=O)NCC2CCCN(Cc3cccc(C(C)=O)c3)C2)cc1 (stereo not drawn)	5%	11%	-35	-12%	5%	2%	18%
COC(=O)C1=C(SC)N(c2ccc(OC)cc2)C(c2ccccc2)CC1=O (stereo not drawn)	49%	-2%	18	53%[activator]	1%	-6%	-21%
COC(=O)CCC(=O)OC1(C)C(=O)C=C2C=C(C3CC3)N(C3CCCCC3)C=C2C1=O (stereo not drawn)	72%[activator]	-6%	27	u	2%[11.5 µM]	-1%	16%
CCC(C)N1CCCC1C(=O)Nc1c(C)cc(C)cc1C (stereo not drawn)	-9%	-11%	-24	1%	2%	u	6%
Cc1cccc(C)c1NC(=O)c1sc(Cl)nc1C	-5%	-3%	-15	10%	1%	u	15%
